Screening results (PubChem)
All columns: NCI-60 one-dose screen, growth in % after 48 h at 10 µM unless noted; 100 = growth as untreated, 0 = no growth, -100 = all killed.
T-47D = T-47D breast cancer. 79,000 compounds, 5% hits. AID 1794792
LOX IMVI = LOX IMVI melanoma. 79,000 compounds, 7.4% hits. AID 1794757
BT-549 = BT-549 breast cancer; 78,000 compounds, 4.4% hits
SK-MEL-28 = SK-MEL-28 melanoma | 81,000 compounds, 4.1% hits
MDA-MB-231 = MDA-MB-231 breast cancer. 81,000 compounds, 5% hits
MCF7 = MCF7 breast cancer; 82,000 compounds, 6.3% hits; AID 1794796
HS 578T = HS 578T breast cancer. 78,000 compounds, 4.1% hits. AID 1794788
MDA-MB-468 = MDA-MB-468 breast cancer; 78,000 compounds, 8.5% hits
* hit, by the source's call; . = no result given. How the source made its calls: active means growth percent below 10; inactive means the rest.

SMILES	T-47D	LOX IMVI	BT-549	SK-MEL-28	MDA-MB-231	MCF7	HS 578T	MDA-MB-468
OCc1cnccc1NCCCCOc1ccc(Oc2ccccc2)cc1	35	46	63	70	63	33	60	30
COC(=O)c1c2c(c(C)[n+]([O-])c1C)C(=O)C(NCc1ccccc1)=CC2=O	5.6*	8.7*	72	61	11	-34*	69	-32*
NS(=O)(=O)c1ccc(Nc2nc(SCC(=O)c3ccc(Br)cc3)nc3ccccc23)cc1	103	.	99	116	107	102	113	102
C=C(C)[C@@H]1CC[C@]2(C(=O)NC3CCCCC3)CC[C@]3(C)[C@H](CC[C@@H]4[C@@]5(C)C/C(=C/c6cccnc6)C(=O)C(C)(C)[C@@H]5CC[C@]43C)[C@@H]12	68	88	94	80	92	67	84	84
Nc1nc(N)sc(=S)n1	100	.	110	115	106	104	114	112
O=c1[nH]c2ncc(-c3ccc4ncnc(N5CCc6cc(F)c(Cl)cc65)c4c3)cc2o1	94	82	76	66	73	92	44	97
CN(C)CCCC1(c2ccc(F)cc2)OCc2cc(-c3ncccc3Cl)ccc21 (stereo not drawn)	86	87	102	108	89	74	72	61
OCCN(CCO)Cc1nc2ccccc2[nH]1	98	92	107	96	106	95	103	98
Nc1ccc(-c2cc(-c3cc4c([nH]c5ccccc54)c(-c4ccc(F)cc4)n3)cc(-c3ccccn3)n2)cc1	81	86	108	104	72	73	98	99
CC(=O)Oc1ccc(Nc2c3ccccc3nc3ccccc23)cc1	7.4*	-35*	55	26	24	3.9*	25	-26*
CCOC(=O)c1c(Nc2ccccc2)nn2c(-c3ccc([N+](=O)[O-])cc3)ccnc12	86	72	81	100	89	87	107	81
C[C@]1(CO)O[C@H](n2cc(F)c(=O)[nH]c2=O)C[C@@H]1O	88	99	94	117	92	98	90	103
Cc1c(C)c(N2C(=O)c3c(F)c(F)c(F)c(F)c3C2=O)c(C)c2c1OC(C)(CCCC(C)CCCC(C)CCCC(C)C)CC2 (stereo not drawn)	93	.	95	107	103	102	106	102
COc1cccc2oc(-c3ccc(O)cc3)cc(=O)c12	92	104	85	110	94	111	82	89
Oc1ccccc1C=NCC1CCC(CN=Cc2ccccc2O)CC1 (stereo not drawn)	97	80	113	128	101	66	114	74

Entries from the list above that have a Cl atom, in the order listed:
SMILES	T-47D	LOX IMVI	BT-549	SK-MEL-28	MDA-MB-231	MCF7	HS 578T	MDA-MB-468
O=c1[nH]c2ncc(-c3ccc4ncnc(N5CCc6cc(F)c(Cl)cc65)c4c3)cc2o1	94	82	76	66	73	92	44	97
CN(C)CCCC1(c2ccc(F)cc2)OCc2cc(-c3ncccc3Cl)ccc21 (stereo not drawn)	86	87	102	108	89	74	72	61

The list continues.
SMILES	T-47D	LOX IMVI	BT-549	SK-MEL-28	MDA-MB-231	MCF7	HS 578T	MDA-MB-468
CCN1CCN(C(=O)NC(C(=O)NC2C(=O)N3C(C(=O)O)=C(CSc4nnnn4C)CSC23)c2ccc(O)cc2)C(=O)C1=O (stereo not drawn)	111	104	99	113	112	108	108	108
COc1ccc(Cc2cc(-c3ccccc3)nn(C/C(=N\O)c3ccccc3)c2=O)cc1	24	72	71	92	60	45	84	72
S=c1sscc1-c1ccccc1	89	101	101	125	110	106	104	110
O=C(c1ccc(F)c(Cl)c1)N1c2ccccc2Sc2ccccc21	61	41	58	62	61	51	79	63
CCCCCCCn1ncc2c(N[C@H](C)c3ccccc3)ncnc21	90	85	118	109	99	86	95	108
O=C1c2ccccc2-c2c1c1c(NCCCO)nc3ccccc3c1n2Cc1ccccc1	78	2.2*	-38*	-3.5*	-2.2*	-23*	.	.
CN(C)N=Nc1ccc(N(C)C)cc1	87	99	104	110	85	87	97	78
O=C(O)Cn1ncc2c(Nc3ccc(NS(=O)(=O)c4ccccc4)cc3)ncnc21	97	90	103	103	90	93	94	107
CC1(C)CCC(C)(C)NC(=S)N1	99	96	105	109	111	103	109	103
CCCCCCC1(C(OC)OC)NC(=O)N(C)C1=O (stereo not drawn)	117	102	.	116	122	94	112	100
O=C(NC(Cc1c[nH]c2ccccc12)C(=O)O)OCC1c2ccccc2-c2ccccc21 (stereo not drawn)	92	94	106	107	117	95	126	110
O=C(O)c1ccc(-c2ccc(/C=N/Nc3nc(Nc4ccccc4)nc(N4CCCCC4)n3)o2)cc1	64	69	-4.1*	79	96	80	41	92
Oc1ccccc1/C=N/Nc1nc(N/N=C/c2ccccc2O)nc(N2CCCCC2)n1	48	40	.	63	65	36	77	64
COC(=O)[C@]12CC[C@@H](C)[C@H](C)[C@@H]1C1=CC[C@@H]3[C@@]4(C)C(C=O)=C[C@@](C)(COC(=O)c5ccco5)C4=CC[C@@]3(C)[C@]1(C)CC2	-8.1*	-86*	5.6*	-45*	-8.2*	11	3.1*	5.0*
O=C(c1ccc(O)cc1)[C@@H]1[C@@H]2CCCN2[C@]2(C(=O)N(C(=O)c3cccc(Br)c3)c3ccccc32)[C@H]1c1ccc(F)cc1	92	.	108	108	91	104	102	98
O=C(Nc1ccccc1)Nc1ccc(NC(=O)c2cc(Cl)nc3ccccc23)cc1	83	97	107	102	111	93	104	84
CCn1nccc1-c1ccc2c(c1)COC2(CCCN(C)C)c1ccc(F)cc1 (stereo not drawn)	94	.	101	104	94	87	85	97
CCCC(=O)Oc1ccc(C2CCCCC2)cc1	98	98	117	108	115	102	109	114
CN(C)c1ccc2c(c1)CN1C(=O)c3ccccc3C1=N2	93	100	105	107	92	90	99	89
Cc1cc(N2CCN(c3ccnc4cc(Cl)ccc34)CC2)nc(N2CCOCC2)n1	47	.	86	104	64	75	96	69
Cc1cc(N2CCCCCC2)nc(NC2CCCC(Nc3ccnc4cc(Cl)ccc34)C2)n1 (stereo not drawn)	-50*	-93*	-85*	-84*	-89*	-57*	-51*	-64*
CC(C)(O)c1ccccc1C(C)(C)O	87	106	105	99	100	100	108	97
COc1ccc(/C=C/c2cc(=O)c3c(C)c(Cl)c(C)cc3o2)cc1	73	104	124	103	98	86	97	115
Clc1ccc(-c2nc(-c3cc4cc(Cl)ccc4o3)cs2)cc1	73	103	87	107	92	78	97	105
O=C(c1ccc(O)cc1)[C@@H]1[C@@H]2CCCN2[C@]2(C(=O)Nc3ccccc32)[C@H]1c1ccc(F)cc1	87	.	103	106	89	103	110	94
NC(=S)c1ccc(N)cc1	90	96	93	105	102	88	95	111
NC(=O)C(=Cn1c(=S)[nH]c2ccc([N+](=O)[O-])cc21)C(N)=O	99	101	111	113	96	104	103	112
Nc1nc2c(N=Nc3ccc(Cl)cc3)c(N)nn2c(-c2ccc(Cl)cc2)c1-c1nc2ccccc2s1	95	97	113	96	108	92	100	95
COc1ccc(/C=C/c2nc3ccccc3c(=O)n2-c2ccc(C#Cc3ccc(C(C)(C)C)cc3)cc2C)c(OC)c1	85	80	99	109	90	105	.	98
Cn1cc(-c2csc(-c3ccccc3)n2)c2ccccc21	82	98	109	105	84	94	104	83
c1ccc2nc3c(ccc4ccccc43)cc2c1	62	92	109	121	83	73	111	55
O=c1[nH]c(=S)[nH]c2c1CN(CCCN1CCN(CCCN3CNc4[nH]c(=S)[nH]c(=O)c4C3)CC1)CN2	106	97	102	101	89	92	100	104
CC(=O)N1CCN(c2cc3c(cc2F)c(=O)c(C(=O)NO)cn3C2CC2)CC1	77	96	95	104	101	100	104	113
CCOC(=O)CCCCCNC(=O)c1ccccc1	117	103	110	118	115	111	.	102
NC1=NC(c2cccc([N+](=O)[O-])c2)c2sc3ccc(Cl)cc3c2N1 (stereo not drawn)	94	99	117	119	89	81	100	99
O=C(NCCNC(=O)Nc1ccc(Cl)cc1)Nc1ccc(Cl)cc1	111	106	102	116	89	104	.	117
CCC(C)(C(=O)Nc1ccc2nc(C)cc(N)c2c1)C(=O)Nc1ccc2nc(C)cc(N)c2c1	98	103	109	113	99	103	122	75
COc1ccc(C(=O)c2c(N)c(C#N)c3n2CCC3)cc1OC	94	98	100	105	103	99	106	100
COc1cc2c(cc1OC)C(Cc1ccccc1[N+](=O)[O-])=NCC2	84	91	102	109	89	93	94	.
COc1ccc(OC)c(-c2cn3c(-c4c[nH]c5ccccc45)csc3n2)c1	88	100	118	100	98	82	100	99
NC1=C(O)C(=O)C(c2cccnc2)O1 (stereo not drawn)	.	104	96	113	.	99	95	100
Nc1nc(NC2CCCC2)nc(Oc2ccc(Cl)cc2)n1	103	101	104	113	111	93	112	100
OC(C#Cc1ccccc1)c1ccccc1 (stereo not drawn)	98	87	117	107	111	91	105	98
Fc1ccc(/C=C(/C2=NCCN2)n2cnc3ccccc32)cc1	98	96	104	95	96	84	106	95
Nc1nc(O)c(Br)c(=O)[nH]1	108	98	117	114	99	97	95	123
CCCCC/C(=C\c1ccccc1)C1OC(C)CC(C)(C)O1 (stereo not drawn)	91	98	96	103	102	91	98	114
Cc1cccc(NC(=O)CN2CCN(c3ncnc4c3cnn4-c3ccccc3)CC2)c1	72	88	90	90	87	75	88	89
CCOC(=O)C(C(C)=O)c1nc2sc3cc(Cl)ccc3n2c(=N)c1C#N (stereo not drawn)	78	97	.	70	62	59	29	4.8*
COC(=O)c1c(C)nc(C)c2c1C(=O)C=C(NCCc1c[nH]c3ccccc13)C2=O	73	76	96	106	81	89	108	90
O=C(COc1ccc(/C=C2/SC(=O)NC2=O)cc1)Nc1cccc(C(F)(F)F)c1	72	69	85	105	83	92	94	94
O=C(CN1CCN(c2cc(=O)n(-c3ccccc3)c3ccccc23)CC1)Nc1ccccc1[N+](=O)[O-]	13	72	65	95	65	70	79	47
Clc1ccc(CSc2ncc(Br)c(Nc3cc(Cl)ccc3Cl)n2)cc1	96	100	.	117	139	112	125	104
Clc1nc(Cl)nc(-c2cn(-c3ccccc3)c3ccccc23)n1	84	104	.	120	120	88	99	107
COc1cc2nc3c(=O)n(CCN(C)C)cnn3c(=O)c2cc1OC	112	98	99	102	116	96	93	104
NS(=O)(=O)c1ccc(-n2ncc(NC(=O)Nc3ccccc3)c2-c2ccccc2)cc1	89	75	98	98	100	85	95	110
C[C@@H](c1ccc2c(c1)[nH]c1ccc(Cl)cc12)c1nc2ccccc2[nH]1	62	88	83	112	88	28	105	-3.2*
Cn1cc(-c2cc(N)n3nc(-c4c[nH]c5ccc(Cl)cc45)cc3n2)c2cccnc21	-66*	-94*	-77*	-94*	-82*	-81*	-26*	-94*
O[C@@H]1Cc2ccc3ccccc3c2N[C@H](c2cccs2)C1	90	88	105	113	84	96	103	100
CC(C)N1C(=O)c2ccccc2C(n2c(-c3ccnc(Cl)c3)nc3ccccc32)C1=O (stereo not drawn)	75	94	77	102	113	90	97	103
COc1cc(/C=N\NC(=O)C[N+](C)(C)C)ccc1O	99	105	99	110	116	107	100	113

Later entries:
SMILES	T-47D	LOX IMVI	BT-549	SK-MEL-28	MDA-MB-231	MCF7	HS 578T	MDA-MB-468
O/N=C(\c1ccccc1)C(O)c1ccccc1 (stereo not drawn)	93	106	106	103	111	94	107	99
Nc1nc(=S)cc(Nc2ccc(Cl)c(Cl)c2)[nH]1	58	92	97	103	81	89	86	66
COc1ccc(C2CC(c3ccccc3)=NN2/C=C2\SC(=S)N(NC(=O)Cc3ccccc3Nc3c(Cl)cccc3Cl)C2=O)cc1 (stereo not drawn)	85	94	103	104	103	94	98	108
COc1cc(-c2noc(-c3ccccc3N)n2)cc(OC)c1OC	63	.	101	100	81	78	90	77
Cc1ccc(S(=O)(=O)NC(c2ccc(Br)cc2)c2nnc(-c3ccccc3)o2)cc1 (stereo not drawn)	96	111	105	108	97	91	103	98
CC1=NC(=S)NC(c2ccccc2)/C1=C1/CC(c2ccccc2O)ON1 (stereo not drawn)	98	98	81	98	95	91	87	100
O=C(C[n+]1cccc(Br)c1)c1cccc([N+](=O)[O-])c1	106	107	101	114	127	92	96	92
O=C1C=CC(Nc2cccc([N+](=O)[O-])c2)C1Nc1cccc([N+](=O)[O-])c1 (stereo not drawn)	.	74	72	84	.	76	31	83
O=Cc1c2ccccc2cc2ccccc12	79	96	85	115	91	102	95	87
COC(=O)C1=C(O)CON(c2ccccc2)C1c1ccccc1 (stereo not drawn)	93	98	101	105	106	115	93	100
Cn1cc2c(c1)-c1[nH]c(=O)ncc1CC2	98	102	.	118	105	112	108	110
O=C(CC1(O)C(=O)Nc2ccc(Br)cc21)c1ccc(Cl)cc1 (stereo not drawn)	84	99	100	120	99	98	92	100

Structures listed so far that contain an aryl methoxy group (eleven):
SMILES	T-47D	LOX IMVI	BT-549	SK-MEL-28	MDA-MB-231	MCF7	HS 578T	MDA-MB-468
COc1cccc2oc(-c3ccc(O)cc3)cc(=O)c12	92	104	85	110	94	111	82	89
COc1ccc(Cc2cc(-c3ccccc3)nn(C/C(=N\O)c3ccccc3)c2=O)cc1	24	72	71	92	60	45	84	72
COc1ccc(/C=C/c2cc(=O)c3c(C)c(Cl)c(C)cc3o2)cc1	73	104	124	103	98	86	97	115
COc1ccc(/C=C/c2nc3ccccc3c(=O)n2-c2ccc(C#Cc3ccc(C(C)(C)C)cc3)cc2C)c(OC)c1	85	80	99	109	90	105	.	98
COc1ccc(C(=O)c2c(N)c(C#N)c3n2CCC3)cc1OC	94	98	100	105	103	99	106	100
COc1cc2c(cc1OC)C(Cc1ccccc1[N+](=O)[O-])=NCC2	84	91	102	109	89	93	94	.
COc1ccc(OC)c(-c2cn3c(-c4c[nH]c5ccccc45)csc3n2)c1	88	100	118	100	98	82	100	99
COc1cc2nc3c(=O)n(CCN(C)C)cnn3c(=O)c2cc1OC	112	98	99	102	116	96	93	104
COc1cc(/C=N\NC(=O)C[N+](C)(C)C)ccc1O	99	105	99	110	116	107	100	113
COc1ccc(C2CC(c3ccccc3)=NN2/C=C2\SC(=S)N(NC(=O)Cc3ccccc3Nc3c(Cl)cccc3Cl)C2=O)cc1 (stereo not drawn)	85	94	103	104	103	94	98	108
COc1cc(-c2noc(-c3ccccc3N)n2)cc(OC)c1OC	63	.	101	100	81	78	90	77
